Source: PubChem BioAssay (NMMLSC)
VLA-4 antagonist = blocks LDV-FITC ligand binding to Mn2+-activated human VLA-4 integrin; P13612; Jurkat cells, LDV-FITC binding with Mn2+, flow cytometry; 100% = Mn2+-driven binding gain fully reversed; inhibition, % at 10 µM (by protocol); 0.2% of 24,000 active;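 active means inhibition above 50%; inconclusive means compound itself fluorescent, judged against control cell fluorescence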;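 further: 0% = Mn2+ stimulated cells lacking compound and 100% = ligand binding without Mn2+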
Target sequence (P13612 whole entry, looked up): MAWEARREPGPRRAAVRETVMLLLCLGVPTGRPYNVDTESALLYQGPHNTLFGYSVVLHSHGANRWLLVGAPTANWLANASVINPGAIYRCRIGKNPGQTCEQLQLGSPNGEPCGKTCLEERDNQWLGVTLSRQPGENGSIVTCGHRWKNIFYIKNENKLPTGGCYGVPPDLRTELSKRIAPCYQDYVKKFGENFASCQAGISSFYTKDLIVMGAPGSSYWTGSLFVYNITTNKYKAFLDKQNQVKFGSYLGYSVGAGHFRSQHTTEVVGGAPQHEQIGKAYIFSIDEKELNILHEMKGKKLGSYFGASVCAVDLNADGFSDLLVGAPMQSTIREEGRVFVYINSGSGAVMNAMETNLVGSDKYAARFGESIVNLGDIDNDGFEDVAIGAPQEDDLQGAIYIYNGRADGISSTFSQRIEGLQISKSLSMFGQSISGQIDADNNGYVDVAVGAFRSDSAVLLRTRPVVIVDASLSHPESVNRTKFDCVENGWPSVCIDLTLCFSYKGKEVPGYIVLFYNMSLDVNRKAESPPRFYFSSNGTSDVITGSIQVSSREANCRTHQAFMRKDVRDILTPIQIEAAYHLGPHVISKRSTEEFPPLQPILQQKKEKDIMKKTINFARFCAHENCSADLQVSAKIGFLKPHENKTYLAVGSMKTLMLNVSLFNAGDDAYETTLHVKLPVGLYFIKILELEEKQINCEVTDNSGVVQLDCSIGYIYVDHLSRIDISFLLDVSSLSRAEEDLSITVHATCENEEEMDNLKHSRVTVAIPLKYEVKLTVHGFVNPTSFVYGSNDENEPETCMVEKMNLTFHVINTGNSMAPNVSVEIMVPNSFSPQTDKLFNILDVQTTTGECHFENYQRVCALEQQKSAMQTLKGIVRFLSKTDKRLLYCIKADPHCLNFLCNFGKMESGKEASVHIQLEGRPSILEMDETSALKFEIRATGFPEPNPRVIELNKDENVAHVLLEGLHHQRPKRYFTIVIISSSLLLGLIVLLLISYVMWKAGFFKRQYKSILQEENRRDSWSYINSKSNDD
Jurkat autofluor = counter-screen for VLA-4 integrin: compound autofluorescence in Jurkat cells | fluorescence ratio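 (tested at 10 µM compound in the well)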 | AID 576 | flow cytometry; stronger effect = higher value; 1 = vehicle-only cell background | 0.61% of 24,000 active;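 active means fluorescence ratio above 2.44, which is 1 plus 3 SD of all ratios; inconclusive means signal too bright to measure linearly, ratio around 10 or more; inactive means fluorescence ratio below 2.44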;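 further: green fluorescence of cells measured with 488 nm excitation and 530 nm emission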
VLA-4 agonist = allosterically activates the human VLA-4 integrin; P13612; Jurkat cells, LDV-FITC binding, flow cytometry; activation, % at 10 µM (by protocol); 24,000 tested, under 10 active; AID 528;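 active means fluorescent ligand binding to cells raised by more than 40% of the manganese-induced maximum; inconclusive means compound's own fluorescence above 85% of the ligand control signal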;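 further: 0% = ligand binding without compound and 100% = manganese-stimulated maximal binding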
LNCaP diff act = LNCaP prostate cell differentiation activation. 0.56% of 24,000 active. side scatter shift, % at 10 µM. flow cytometry side scatter, 4 d. AID 795;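 active means side scatter shift above 30%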;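 further: androgen-responsive LNCaP prostate cancer cells in charcoal-stripped serum medium; percent of cells past a gate set so DMSO wells show 10% shift; higher shift means more granular cells and more differentiation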
* marks the source's active call; other numbers are inactive results; ? = inconclusive; . = not tested or not shown. Only part of the results is shown, so the mix of outcomes need not match the whole.

Second line of a record – VLA-4 antagonist	Jurkat autofluor	VLA-4 agonist	LNCaP diff act
O=C(CNS(=O)(=O)c1cccs1)N1CCN(c2ccccn2)CC1
 : -20	1.1	0	17
Cc1cccc(-n2c(Cc3cc(=O)[nH]c(=O)[nH]3)nnc2SCC(=O)NCC2CCCO2)c1 (stereo not drawn)
 : -3	1.1	4	3
CCOc1ccccc1NC(=O)CSc1nnc2c(CC)c(C)nc(N)n12
 : -13	0.99	1	4
COc1ccc2nc(C)cc(N3CCOCC3)c2c1
 : -27	0.97	1	10
CC1CCCCN1S(=O)(=O)c1cccc2cccnc12 (stereo not drawn)
 : 9	1.1	-4	4
CN(C)c1ccc(O)c2c1CC1CC3[C@@H](N(C)C)C(=O)C(C(N)=O)=C(O)[C@]3(O)C(=O)C1=C2O (stereo partly drawn)
 : -2	1	-5	4
Fc1ccc(-c2nnc(NC3=NCCCCC3)o2)cc1
 : 5	1.1	-1	7
O=c1ccc(S(=O)(=O)N2CCC(Cc3ccccc3)CC2)c[nH]1
 : -20	1.1	4	4
CCOC(=O)c1sc2nc(CC(=O)OC)nc(N3CCN(c4ccccn4)CC3)c2c1C
 : 30	1.2	-1	5
CCOC(=O)c1c(NC(=O)c2nn(CC)cc2Br)c(C#N)cn1-c1ccccc1
 : -4	1.1	1	15
O=S1(=O)C=C(Oc2ccc(F)cc2)c2ccccc21
 : -3	0.94	0	10
CC1=C(C(=O)Nc2ccccn2)C(c2ccccc2)n2ncnc2N1 (stereo not drawn)
 : 4	1	-1	1
O=C(CCN1C(=O)c2cccnc2C1=O)NC1CCCCCC1
 : -2	0.97	-5	6
CCOCCCNC(=O)C(NC(=O)CNC(C)=O)c1ccc(Cl)cc1 (stereo not drawn)
 : 18	1.1	-5	8
CCCC(=O)OCCn1c(Br)nc2c1c(=O)[nH]c(=O)n2C
 : -12	1	0	20
CS(=O)(=O)N(Cc1nc2sc3c(c2c(=O)[nH]1)CCCC3)C1CCCCC1
 : -4	1.4	-3	5
Cc1ccc2c(c1)c1c(n2CC(O)CNC(CO)(CO)CO)CCCC1 (stereo not drawn)
 : -24	0.77	6	30*
COc1ccccc1-n1cc(C(=O)NCC(=O)N2CCN(c3ccccn3)CC2)c2ccccc2c1=O
 : 6	1.1	-2	11
Cc1cccn2c(=O)c3cc(C(=O)NCc4ccccc4)c(=N)n(CCCN4CCOCC4)c3nc12
 : ?	1.1	?	58*
CCCS(=O)(=O)c1cn2cccc(N)c2c1S(=O)(=O)CCC
 : -5	1	3	5
Nc1ccc(-c2nc3ccc(-c4nc5ccccc5o4)cc3[nH]2)cc1
 : -17	1.2	8	20
COc1ccc(C(N)=O)cc1N
 : 4	0.95	3	5
Nc1c(C(=O)CCC(=O)O)oc2ccc(Cl)cc12
 : -5	1.1	-1	16
COc1ccccc1-c1cc(C(=O)Nc2c(F)cc(F)cc2Br)no1
 : 23	1	0	3
COc1ccc(C2C(=O)N(C3CCCCC3)CC(=O)N2C2CCCC2)cc1 (stereo not drawn)
 : ?	1.2	?	18
N=c1c(C(=O)NCc2ccc3c(c2)OCO3)cc2c(=O)n3ccccc3nc2n1Cc1cccnc1
 : -26	1.8	0	4
N#CCSc1nc2[nH]ncc2c(=O)n1-c1ccccc1Br
 : ?	1.2	?	3
O=C(NCc1ccco1)C1CC(=O)N(c2ccc(F)cc2)C1 (stereo not drawn)
 : -16	1.1	-4	6
Cc1ncoc1C(=O)Nc1ccc(Oc2ccccc2)cc1
 : -8	1.1	3	10
COc1ccc2nc3oc(C(=O)N4CCCCC4)cc3cc2c1
 : -3	1	-1	8
O=S(=O)(c1ccc(F)c(Cl)c1)N1CCCC1
 : -11	0.94	-5	7
Cc1ccnc(NC(=O)C2CCN(S(=O)(=O)c3cccc4nsnc34)CC2)c1
 : 6	1.1	2	6
Cc1sc2ncn3ncnc3c2c1C
 : -14	1.1	-2	7
CC1CCN(CCCNC(=O)c2cc3c(=O)n(C)c4ccccc4c3n2C)CC1
 : -6	1.1	1	7
CC(C)(C)NCC(O)c1cc(O)cc(O)c1 (stereo not drawn)
 : -6	0.97	-10	0
O=C(CSc1nnc(Cc2ccccc2)o1)N1CCc2ccccc21
 : -3	1.1	-2	12
CCOC(=O)c1ccc(NC(=O)CSCc2ccco2)cc1
 : -14	1	-7	4
Cn1cc(C(=O)NCCN2CCN(c3ccccc3F)CC2)c2c3ccccc3n(C)c2c1=O
 : 8	1.2	-3	19
CCOC(=O)c1[nH]c2c(c1C)C(=O)CC(c1ccc(N(C)C)cc1)C2 (stereo not drawn)
 : -3	1.1	0	6
Cc1n[nH]c(C)c1S(=O)(=O)N1CCCC(C(=O)NCc2cccs2)C1 (stereo not drawn)
 : -40	0.8	21	8
CCN(CCCNC(=O)C1CCN(S(=O)(=O)CC)CC1)c1ccccc1
 : 10	0.99	2	5
Cc1c(C)c2c(C)[nH]nc2oc1=O
 : -6	1.1	-2	13
CN(C)c1ccc(-c2nc3n(n2)C(c2cccnc2)C2=C(CC(C)(C)CC2=O)N3)cc1 (stereo not drawn)
 : ?	1.2	?	12
O=C(CC1Oc2ccccc2NC1=O)NC1CCCC1 (stereo not drawn)
 : 3	1	1	7
CCOCCCNC(=O)C1CCCN(S(=O)(=O)CC)C1 (stereo not drawn)
 : -17	1	-1	7
CCOC(=O)C1CCN(C(=O)Cc2c(C(=O)O)n(C)c3ccccc23)CC1
 : 0	0.96	3	14
COCCCNC(=O)c1cn(C)c(=O)c2cc(OC)c(OC)cc12
 : -3	1.1	2	2
COc1ccc(-c2nc(CS(=O)CC(=O)NCc3cccnc3)c(C)o2)cc1OC (stereo not drawn)
 : -16	0.78	3	9
Cn1c(=O)cc(OCC(=O)NCCCN2CCN(Cc3ccccc3)CC2)c2ccccc21
 : -4	1	-2	5
O=C(O)CCC(=O)c1c[nH]c2ccccc12
 : -46	1	11	15
CCOC(=O)CCc1cccc2c1CCC2=O
 : -13	1.1	-1	6
CCN(CC)S(=O)(=O)c1ccc2oc(C(=O)O)c(C)c2c1
 : -12	1	-4	3
COc1ccc(C(CNC(=O)c2ccc(OCC3CCCO3)cc2)N2CCOCC2)cc1 (stereo not drawn)
 : 0	1.1	-2	12
CCCc1cc(=O)[nH]c(/N=C(\N)Nc2ccccc2)n1
 : -16	1.1	-14	21
O=C(CSc1nnc(CNC(=O)c2ccco2)o1)c1ccc(Cl)cc1
 : ?	1.1	?	2
COc1ccccc1N1CCN(S(=O)(=O)c2cnc[nH]2)CC1
 : 3	1	1	8
COc1ccc(CNC(=O)CCc2c(C)nc3ncnn3c2C)cc1
 : -11	1	-4	6
Cc1ccc(-c2ccc(=O)n(CCC(=O)NCc3ccccn3)n2)cc1
 : 0	1.1	-2	7
COc1cc(NC(=O)C2CCN(S(=O)(=O)c3cccnc3)CC2)cc(OC)c1OC
 : 12	0.99	4	3
COc1cccc(C2=NOC(C(=O)N3CCN(C(=O)c4ccco4)CC3)C2)c1 (stereo not drawn)
 : -4	1.1	2	6

Arranged by formula weight (descending): part of the list above.
Second line of a record – VLA-4 antagonist	Jurkat autofluor	VLA-4 agonist	LNCaP diff act
COc1ccc(-c2nc(CS(=O)CC(=O)NCc3cccnc3)c(C)o2)cc1OC (stereo not drawn)
 : -16	0.78	3	9
COc1cccc(C2=NOC(C(=O)N3CCN(C(=O)c4ccco4)CC3)C2)c1 (stereo not drawn)
 : -4	1.1	2	6
CCOC(=O)C1CCN(C(=O)Cc2c(C(=O)O)n(C)c3ccccc23)CC1
 : 0	0.96	3	14
CCCc1cc(=O)[nH]c(/N=C(\N)Nc2ccccc2)n1
 : -16	1.1	-14	21

Later entries
Second line of a record – VLA-4 antagonist	Jurkat autofluor	VLA-4 agonist	LNCaP diff act
O=C(CSc1oc(-c2ccccc2)nc1S(=O)(=O)c1ccc(F)cc1)NCC1CCCO1 (stereo not drawn)
 : ?	1.1	?	0
CCS(=O)(=O)N1CCCC(C(=O)NCCN2CCC(Cc3ccccc3)CC2)C1 (stereo not drawn)
 : 7	1	1	15
COc1cc2[nH]c(=S)nc(NCC3CCCO3)c2cc1OC (stereo not drawn)
 : -12	1.1	6	18
O=C(CC1Nc2ccccc2NC1=O)NCc1cccnc1 (stereo not drawn)
 : -8	1.1	5	0
COC(=O)c1ccc(OCC2c3cc(OC)c(OC)cc3CCN2C(=O)C2CC2)cc1 (stereo not drawn)
 : 15	0.98	-4	12
Cc1cccc2c1N(CC(=O)OC(C)C)C(=O)C2=O
 : 11	1.1	-4	3
Cc1ccccc1-n1nc2c(c1NC(=O)c1cc3ccccc3oc1=O)CS(=O)(=O)C2
 : 5	1	2	10
CCCCN(CC)C(=O)CSc1cc(=O)n(C)c2ccccc12
 : -2	1.1	4	4
COc1ccc(N(C)C(=O)CCS(=O)(=O)c2cccc3nonc23)c(OC)c1
 : ?	0.98	?	9
CN(CC(=O)Nc1sccc1C#N)C1CCCCC1
 : ?	1.5	2	7
Cc1ccccc1NS(=O)(=O)c1ccc2[nH]cc(C(=O)NCCCN3CCOCC3)c(=O)c2c1
 : 3	1.1	5	5
CC(C)CCNC(=O)C1CCN(c2nc3ccccc3o2)CC1
 : -6	1.1	-4	.
Cc1ccc(-c2nc(CS(=O)CC(=O)NCCN3CCOCC3)c(C)o2)cc1 (stereo not drawn)
 : ?	0.78	?	9
c1ccc(-c2noc(CN3CCN(c4ccccc4)CC3)n2)cc1
 : -17	1.1	3	5
COCCNC(=O)c1c(N)n(/N=C/c2cccs2)c2nc3ccccc3nc12
 : -4	1.2	-1	18
O=C(c1nnc(Cc2ccc(Cl)cc2)o1)N1CCc2ccccc2C1
 : ?	0.95	?	14
CCOc1ccc2cc(C#N)c(SCC(=O)N3CCCC3)nc2c1
 : 18	1.2	-4	10
COc1ccc(CC(CC(=O)O)C(=O)Nc2ccccc2)cc1 (stereo not drawn)
 : 13	1.1	2	3
CCOC(=O)c1ccc(N=c2sc(C(=O)OC)cc(=O)n2Cc2ccco2)cc1
 : -3	1.1	1	16
CCOC(=O)N1CCC(N2Cc3cccc(C(=O)N4CCN(C5CCCCC5)CC4)c3C2=O)CC1
 : 5	1	2	5
Cn1c(C(=O)NCc2cccs2)cc2c(=O)n(C)c3ccccc3c21
 : -5	0.99	7	6
CCCS(=O)(=O)N1CCC(C(=O)NCCCN(CC)c2cccc(C)c2)CC1
 : 12	1.2	-2	18
C=CCNC(=O)CNS(=O)(=O)c1ccc(F)cc1
 : -5	0.99	1	3
COC(=O)c1cc(S(=O)(=O)NC2CCN(Cc3ccccc3)CC2)cn1C
 : -13	1	12	12
Cc1ccc(CN2C(=O)CCC2C(=O)NC2CC2)cc1 (stereo not drawn)
 : 17	1	2	5
CCOC(=O)/C=C1\SCC(=O)N1Cc1ccc(Br)cc1
 : -20	1	2	17
Cc1c(Cl)cccc1NC(=O)CN1C(=O)CSc2ncccc21
 : 11	0.99	6	15
CSc1nc2ccccc2n1CC(=O)Nc1c(C)n(C)n(-c2ccccc2)c1=O
 : -7	1.1	4	1
O=C(NCCCN1CCN(c2cccc(Cl)c2)CC1)C1CCC(=O)N1Cc1ccccc1Cl (stereo not drawn)
 : 17	1.1	1	1
Nn1c(SCC(=O)Nc2ccc(Oc3ccccc3)cc2)nnc1C1CC1
 : -12	1.1	0	6
Cc1ccc(CNC(=O)Cn2ccc3ccccc3c2=O)o1
 : -10	0.99	-7	2
COc1ccccc1C1/C(=C(/O)c2ccccc2)C(=O)C(=O)N1CC(C)C (stereo not drawn)
 : -18	1.1	10	11
CCC(=O)N1C(C(=O)N2CCCC2)CSC1c1ccc(OC)cc1 (stereo not drawn)
 : -14	1	3	16
COc1ccc(-c2cc(C(=O)Nc3cc(OC)c(OC)c(OC)c3)no2)cc1OC
 : 6	1	4	3
CCN1CCCC1CNC(=O)CSCc1nc(-c2ccccc2C)oc1C (stereo not drawn)
 : 1	1	1	3
CCOc1cc2[nH]c(=S)n(CCOC)c(=O)c2cc1OCC
 : 2	1.1	4	6
Cc1cccc(CN2CCC(CNC(=O)C3CCCN(S(=O)(=O)c4cnc[nH]4)C3)CC2)c1 (stereo not drawn)
 : -13	0.97	-1	6
COc1ccccc1C(=O)N1CCN(C(=O)COc2cccc(C)c2)CC1
 : -8	0.93	-2	12
O=C(Nc1ccccc1Cl)c1ccc2c(c1)N(Cc1ccc(F)cc1)C(=O)CS2=O (stereo not drawn)
 : -8	1.1	-1	2
N=c1c(C(=O)NC2CCCC2)cc2c(=O)n3ccccc3nc2n1C1CCCC1
 : ?	1.1	?	68*
COc1cc2c(C#N)c(N3CCOCC3)nc(N)c2c(N)n1
 : -19	1.1	-2	16
CC1CN(C(=O)c2ccccc2)OC(c2ccc3c(c2)OCO3)O1 (stereo not drawn)
 : 16	1.1	-1	4
CC1CCc2nn(CC(=O)NCc3ccc(F)cc3)cc2C1 (stereo not drawn)
 : -22	1	4	6
CC12CC(NC(=O)N1Cc1ccccc1)c1ccccc1O2 (stereo not drawn)
 : 8	1	-7	4
Cn1c(=O)c2c(nc(Br)n2CCSc2ncccn2)n(C)c1=O
 : -6	1.1	4	6
